Bioassay records (PubChem)
DDE Tn7 FP inh: disrupts Tn7 cyclic peptide binding to fibrin D-Dimer-E complex; FP displacement of FITC-Tn7 peptide from fibrin DD(E); 0% = median of compound wells per plate; inhibition, % at 8.3 µM; 370,000 tested, 0.13% active; AID 720508;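 active = inhibition above the mean of compounds falling within the control limits plus 3 SD of them, cut at about 14% in these data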;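 also: 0% = plate median of compound wells and 100% = 10 µM Aha-Tn7 peptide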
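system = human fibrin DD(E) protein | quantity = DD(E) 2 µM final | medium = Tris/NaCl/CaCl2 buffer, pH 7.8 | also added = labelled Tn7 tracer, 0.1 µM | compound dosing = single point at 8.3 µM | timing = compound with protein 10 min, then 3 h after probe, room temperature | signal = FP measurement | benchmarks = Aha-Tn7 high control | repeats = one replicate per compound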
PLCg1 inh: inhibitors of human phospholipase C gamma1; P19174; purified PLC-gamma1, fluorogenic substrate, fluorescence; inhibition, % at 12.2 µM; 370,000 tested, 0.84% active; in the data active = inhibition above about 9.5%
PLCb3 inh: blocks human PLC-beta3 enzyme activity; 370,000 tested, 0.18% active; Purified PLC-beta3, fluorogenic substrate, fluorescence; inhibition, % at 12.2 µM; AID 720704; Q01970; in the data active = inhibition above about 11%;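 also: 0% = median of compound wells on plate and 100% = full blocker control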
ASAP1 inh: blocks human ASAP1-stimulated Arf1 GTP hydrolysis. Q9ULH1. GDP FP detection. inhibition, % at 16.5 µM. 360,000 tested, 0.19% active; in the data active = inhibition above about 25%;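 also: 0% = vehicle with enzyme and substrate and 100% = no enzyme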
Target sequence (Q9ULH1 325-724 limits assumed): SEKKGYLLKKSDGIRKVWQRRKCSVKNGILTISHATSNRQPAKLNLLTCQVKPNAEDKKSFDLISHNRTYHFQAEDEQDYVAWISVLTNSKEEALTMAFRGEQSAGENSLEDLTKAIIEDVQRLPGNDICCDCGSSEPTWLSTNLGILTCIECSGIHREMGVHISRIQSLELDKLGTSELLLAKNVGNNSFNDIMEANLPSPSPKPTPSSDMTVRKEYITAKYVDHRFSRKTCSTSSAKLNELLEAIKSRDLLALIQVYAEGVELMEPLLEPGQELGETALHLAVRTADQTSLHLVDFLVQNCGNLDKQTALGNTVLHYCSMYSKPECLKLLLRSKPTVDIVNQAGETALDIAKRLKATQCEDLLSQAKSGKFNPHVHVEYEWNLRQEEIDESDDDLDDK
Tn6 DDE FP: inhibitors of Tn6 peptide binding to human fibrin DD(E). P02675. Fibrin DD(E) TRITC-Tn6 fluorescence polarization displacement. inhibition, % at 8.3 µM. 370,000 tested, 0.21% active;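 active = inhibition above a per-campaign cutoff: mean of compounds within control limits plus 3 SD, cut at about 15% in these data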;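 also: 0% = median of all compound wells on the plate and 100% = blocking peptide control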
ARFGAP1 inhibitor: inhibits rat ARF GTPase activating protein 1; Q62848; AID 651572; Arfgap1-stimulated ARF1 GTP hydrolysis, GDP FP detection; 360,000 tested, 0.26% active; inhibition, % at 16.5 µM;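 active = inhibition above a per-plate limit, mean inhibition of low control wells plus 3 SD, cut at about 25% in these data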;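 also: 0% = DMSO wells with enzyme and 100% = wells lacking Arfgap1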
Target sequence (Q62848 1-136 limits assumed): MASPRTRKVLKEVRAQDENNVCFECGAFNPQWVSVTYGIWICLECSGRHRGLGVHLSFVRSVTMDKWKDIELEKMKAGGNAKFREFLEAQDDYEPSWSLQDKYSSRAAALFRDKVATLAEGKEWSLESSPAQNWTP
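Replicates: Single well per compound | Assay system: Truncated rat Arfgap1 GAP domain | Control set: No-Arfgap1 wells (100%) versus DMSO full-reaction wells (0%) | Times: Enzyme reaction 120 min at 25 °C after 20 min preincubation | Reagent: Human ARF1(Δ1-17)-GTP substrate | Measured by: Tracer-displacement fluorescence polarization with EDTA stop, 620/688 nm | Measure: Percent inhibition of Arfgap1-stimulated GTP hydrolysis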
UHRF1 MBD2 ctr: blocks human UHRF1 binding to methylated DNA. inhibition, % at 4.4 µM. UHRF1 binding to methylated oligo, TR-FRET. 370,000 tested, 0.75% active; in the data active = inhibition above about 21%;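 also: UHRF1 SRA domain binding a hemimethylated CpG hairpin DNA probe; 0% = median of test compound wells and 100% = reference inhibitor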
HGIII-sPLA2 inh: Inhibits HGIII-sPLA2 liposome hydrolysis, primary screen; QFRET BODIPY PC-A2 liposome hydrolysis, fluorescence; inhibition, % at 12.2 µM; 370,000 tested, 0.56% active;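 active = inhibition above mean plus 3 SD of compounds lying within the high and low control bounds, cut at about 19% in these data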;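 also: 0% = median of test compound wells and 100% = no enzyme DMSO wells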
Target sequence (Q9NZ20 whole entry, looked up): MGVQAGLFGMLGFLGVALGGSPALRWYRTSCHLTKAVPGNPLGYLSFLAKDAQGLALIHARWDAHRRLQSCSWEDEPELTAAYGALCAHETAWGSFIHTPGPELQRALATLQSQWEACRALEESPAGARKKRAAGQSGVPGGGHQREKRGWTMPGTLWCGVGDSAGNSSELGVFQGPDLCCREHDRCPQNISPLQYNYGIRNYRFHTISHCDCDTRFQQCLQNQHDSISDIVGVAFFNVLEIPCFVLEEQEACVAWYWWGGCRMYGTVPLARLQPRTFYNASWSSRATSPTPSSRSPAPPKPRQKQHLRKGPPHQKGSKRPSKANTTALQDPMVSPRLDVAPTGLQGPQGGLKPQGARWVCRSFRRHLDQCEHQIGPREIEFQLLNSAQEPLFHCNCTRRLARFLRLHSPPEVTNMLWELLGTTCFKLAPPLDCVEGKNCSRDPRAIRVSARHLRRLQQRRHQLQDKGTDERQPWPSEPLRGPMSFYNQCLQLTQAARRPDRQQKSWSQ
proKLK7 act: activators of human kallikrein-7 zymogen; AID 652039; 370,000 tested, 0.9% active; activation, % at 7 µM; purified proKLK7, EDANS-DABCYL substrate fluorescence; 100% is mature enzyme control, 0% vehicle; P49862;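 active = activation above the mean of all tested compounds plus 3 SD, computed per campaign excluding outliers beyond control limits, cut at about 13% in these data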
Rev-erbA mod: Rev-erb alpha (human) modulation | P20393 | Rev-erbα–FITC-DNA binding, fluorescence polarization, 90 min | activity, % at 10 µM | 370,000 tested, 0.79% active | AID 1259318;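 active = activity above about 14%, limit read from the data; passing the limit was not always enough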;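 also: 0% = DMSO wells with 35 nM protein and 100% = DMSO wells with 750 nM protein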
Numbers without * were called inactive; i = inactive; nt = not tested or not shown.

SMILES	DDE Tn7 FP inh	PLCg1 inh	PLCb3 inh	ASAP1 inh	Tn6 DDE FP	ARFGAP1 inhibitor	UHRF1 MBD2 ctr	HGIII-sPLA2 inh	proKLK7 act	Rev-erbA mod
Cc1ccccc1OCC(=O)Nc1ccccc1C(=O)NC1CC1	-2	-1	-2	5	1	4	-2	2	0.2	-2
Cn1c(=O)c2c(nc(CN3CCN(c4ccc(F)cc4)CC3)n2Cc2ccccc2F)n(C)c1=O	7	-1	2	2	4	5	0	3	-0.5	0
COc1cc(/C=N/O)ccc1Oc1cnccn1	3	1	-3	8	1	-14	0	1	-0.4	-3
N#Cc1c(-c2ccccc2)nc(SCc2cccc(C(F)(F)F)c2)[nH]c1=O	-3	-8	-20	-10	-8	-3	0	-60	0.4	-5
CC[C@]12c3[nH]c4cc(-c5ccco5)ccc4c3CCN1C(=O)[C@@H](CC(=O)NCCc1ccccn1)C[C@@H]2C(=O)N1CCN(C(=O)c2ccco2)CC1	3	i	i	-4	7	2	-3	0	151*	-11
CCCCCCCC(=O)OCC(COC(=O)CCCCCCC)OC(=O)CCCCCCC	5	-2	3	-5	-1	-3	-1	-2	0.3	-2
Cc1cccc(C(=O)N[C@H](C(=O)Nc2nccs2)C(C)C)c1	-1	1	-4	-1	-3	11	5	3	-0.2	0
CN(C)S(=O)(=O)c1cccc(NC(=O)c2ccc3c(c2)S(=O)(=O)N=C2CCCCCN23)c1	-2	-1	-5	-5	-3	-1	-1	-7	0.8	3
COc1cc(/C=N/NC(=O)c2cc(C34CC5CC(CC(C5)C3)C4)[nH]n2)ccc1O	0	-30	-31	15	-11	4	2	-39	-0.4	1
Cc1cc(O)c(/C=N/c2ccccn2)c(=O)o1	-3	-16	-18	-12	5	6	-2	-3	1.2	-2
Cc1cc(C)nc(/N=c2/ssnc2Cl)c1	7	-91	-143	-6	-3	5	-2	2	0.2	3
CC(C)CC(=O)NN1CCCCC1	-6	9	2	-21	-8	-3	0	2	-0.3	nt
O=C(NCCCCCNC(=O)c1ccccn1)c1ccccn1	-5	-1	1	-4	4	5	1	1	0.1	-4
CCCCn1c(N)c(N(CC(C)C)C(=O)c2ccc(N(C)S(=O)(=O)c3ccc(C)cc3)cc2)c(=O)[nH]c1=O	2	-1	-4	-11	5	16	-3	0	0.2	-6
C/C(=N\NC=O)c1ccncc1	3	2	1	11	1	0	-2	0	-0.3	-2

Limited to Tn6 DDE FP and Rev-erbA mod, for some of the entries so far:
compound | Tn6 DDE FP | Rev-erbA mod
Cn1c(=O)c2c(nc(CN3CCN(c4ccc(F)cc4)CC3)n2Cc2ccccc2F)n(C)c1=O | 4 | 0
COc1cc(/C=N/O)ccc1Oc1cnccn1 | 1 | -3

Going on with the list.
SMILES	DDE Tn7 FP inh	PLCg1 inh	PLCb3 inh	ASAP1 inh	Tn6 DDE FP	ARFGAP1 inhibitor	UHRF1 MBD2 ctr	HGIII-sPLA2 inh	proKLK7 act	Rev-erbA mod
CCOc1cc(CN2CCc3c([nH]c4ccccc34)C2)ccc1OC	-13	-15	-11	6	4	-5	-2	-8	0.6	2
COc1cc(C2(c3ccc(O)c(OC)c3)C(=O)Nc3c(Br)cc(Br)cc32)ccc1O	-11	0	-6	-1	-2	23	0	-65	0.2	-1
O=C(NCCc1ccccc1)OCc1cn(Cc2ccc(Cl)cc2)nn1	7	-4	-4	nt	5	nt	-1	1	0.2	-2
Nc1ccc(Oc2ccc3nc(-c4ccccc4)c(-c4ccccc4)nc3c2)cc1	-2	3	3	8	-1	5	-2	-1	-0.4	-10
CC1CC(C)CN(S(=O)(=O)c2ccc(NC(=O)CN3CCCCCC3)cc2)C1 (stereo not given)	-5	5	-1	-13	6	14	0	-2	-0.3	4
Cc1ccc(NC(=O)COC(=O)c2ccccc2-c2nc3ccccc3s2)c(C)c1	4	3	3	12	-7	-8	4	-3	0.2	4
CSc1nc2nc(-c3ccccc3)cc(C(F)(F)F)n2n1	2	-280	-359	-1	3	0	1	-13	6.9	5
Cc1ccc(O)c(C(=O)c2cnn(C(=O)Cc3csc(C)n3)c2)c1	-2	-9	-13	-4	-2	-6	0	-8	20*	-1
Cc1ccc(C2(C)NC(=O)N(CC(=O)N(c3ccccc3)C3CCS(=O)(=O)C3)C2=O)cc1 (stereo not given)	0	-4	-3	13	9	-3	-1	-2	-1.3	1
N/C(=N\OC(=O)c1ccc(Cl)cc1Cl)c1ccc(Cl)cc1	11	0	1	4	1	0	1	3	0.0	-5
Cc1ccc(CN[C@@H]2CC[C@@]34CCCN3C(=O)CCC[C@H]4C2)o1	3	-2	0	nt	0	nt	0	-2	nt	1
O=C(CSc1n[nH]c(=O)[nH]c1=O)N1CCCCCC1	8	4	-10	6	-6	7	5	9	0.1	-1
CCOC(=O)N1CCN(c2ccc(Cl)cc2)CC1	-4	2	-6	-2	-1	4	2	13	-0.2	-2
CC(C)CC(=O)NC(=S)Nc1nc(-c2ccccc2)cs1	-3	2	0	-2	8	-4	-3	8	-0.3	-2
CCN(CC)c1ncnnc1-c1ccccc1	0	0	-2	-14	2	-2	-3	-8	-0.2	-5
O=C(C1CCCN(S(=O)(=O)c2ccc(F)cc2)C1)N1CCCC1 (stereo not given)	-1	4	1	1	-2	-2	-1	4	0.1	-1
CCOc1ccc(C2C(C#N)=C(N)Oc3cc(O)ccc32)cc1OCC (stereo not given)	-3	-42	-51	-14	-8	2	2	-9	-0.1	2
COc1ccc(Br)cc1CN(C)C(=O)Cc1ccc(S(=O)(=O)N2CCOCC2)s1	3	-2	-9	2	-2	-4	-1	-24	-0.4	3
COc1ccccc1-c1ccc(/C=C2/C=C(CC(C)C)OC2=O)o1	0	-275	-332	-12	-6	-5	-5	-19	-5.2	1
C/C=C/C(=O)OCC(=O)Nc1cccc(S(=O)(=O)NC2=NCCCCC2)c1	-10	2	-3	4	-5	-7	-1	2	0.1	-5
CCC(C)NC(=O)Cc1ccc(-c2ccccc2)cc1 (stereo not given)	-3	-4	-2	2	-2	5	2	2	0.5	-9
Cc1nnc(N(C)C(=O)Cc2ccc3c(c2)OCO3)s1	1	-1	2	-6	12	-12	2	7	0.4	8
Cc1cccc(NC(=O)CCCN2C(=O)c3ccccc3C2=O)n1	2	-2	3	0	-6	-6	3	3	0.0	-5
N#Cc1ccc(CSc2nc(N)cc(N)n2)cc1	-1	3	-4	2	-6	0	-3	-3	-0.2	-1
O=C1C(Nc2cccc(O)c2)=C(N2CCCCC2)C(=O)c2ccccc21	5	-28	-40	16	-1	13	13	-14	2.1	-3
CCN(CC(=O)NCc1ccc(F)cc1)C(=O)/C=C/c1cc(OC)ccc1OC	-4	i	i	1	-8	10	-1	-4	69*	-2
CCOC(=O)c1c(CN(CC)CC)oc2ccc(OC)cc12	2	-24	-33	-3	2	0	2	3	2.6	3
Cc1c(C(=O)NN2CCN(C)CC2)cccc1[N+](=O)[O-]	-7	0	6	4	-9	-9	-1	2	0.2	-3
COc1ccc(-c2ncccc2O)cc1	2	-42	-62	-9	-2	8	3	3	3.0	3
CC(C)(C)[C@@H]1C=C(C(=O)N2CCN(Cc3ccc4c(c3)OCO4)CC2)O[C@H](OCc2ccc(CO)cc2)C1	-2	5	6	-3	2	8	-6	-25	-0.1	-2
CC(C)c1nnc(NC(=O)CCC(=O)N2CCC(Cc3ccccc3)CC2)s1	5	-4	-9	13	-1	-1	0	-10	0.4	0
CCCCN1C(=O)NC2NC(=O)NC21 (stereo not given)	8	-4	3	-1	-3	-1	-7	0	0.6	-2
CN(C)/C=C1/OC(=O)C(C#N)=C1c1ccc(Cl)cc1	0	-60	-107	-11	-1	-11	3	2	2.2	-7
CCCCc1c(C)c2cc(C)ccc2[nH]c1=O	-4	3	1	-7	-2	6	-1	-6	0.0	7
COc1ccccc1N1CCN(C2CCCN(C(=O)Cn3cccn3)C2)CC1 (stereo not given)	6	2	-4	-11	-7	5	3	2	-0.6	2
COc1cccc(/C=N/NC(=O)CNC(=O)C(c2ccccc2)c2ccccc2)c1O	6	-67	-101	-1	-8	15	-2	-24	-12	3
O=C(CSc1nnc(CNc2ccc(F)cc2)o1)N1CCN(C(=O)c2ccco2)CC1	2	1	-1	-7	-6	0	-2	0	-0.6	1
CC1(C)Cc2cccc(Oc3ccc(S(=O)(=O)N4CCCC4)cn3)c2O1	-1	3	-5	3	-2	6	0	-2	-0.9	6
O=C(CCN1CCOCC1)c1ccc(Br)cc1	-3	2	-4	-9	9	-2	-1	-4	0.5	-3
CS(=O)(=O)N1CCN(c2ccccc2NC(=O)c2cccnc2)CC1	8	-1	-2	-3	2	-8	-2	3	0.2	-2
CN1/C(=C\C(=O)Nc2ccc(Br)cc2)C(C)(C)c2ccccc21	-6	-5	-4	6	-1	3	-2	15	-0.1	4
COc1ccccc1C(=O)N/N=C/C(C)=C/c1ccccc1	4	-2	-5	-1	-5	15	-1	-6	-0.6	5
CN(CCCNC(=O)c1ccc(CS(=O)c2ccc(Br)cc2)o1)Cc1ccccc1 (stereo not given)	4	-2	3	11	0	-9	0	-6	-0.6	-5
COc1ccccc1-c1nn2c(-c3ccco3)nnc2s1	-3	-49	-66	3	10	0	-38	-8	-1.0	-15
CC(C)CN1CCN(CCCOC(=O)Nc2cccc3ccccc23)CC1C (stereo not given)	-3	-1	1	-12	0	10	0	-14	-0.9	-7
C/C(=N\NC(=O)C1CC1)c1ccc(C)cc1C	0	-2	-8	7	5	-2	0	2	-0.1	5
O=C(Cn1nnc(-c2cccc(C(F)(F)F)c2)n1)NC(=O)NCc1ccco1	-3	-27	-30	1	-6	-1	-2	-21	4.9	3
N#Cc1ccc(Oc2ccc(C(F)(F)F)cc2NC(=O)c2ccc(F)cc2)cc1	0	1	-6	-6	-3	-5	4	16	0.1	-8
COc1ccccc1Oc1nc(-c2cccnc2)nc2ccccc12	-4	-6	-15	-8	-8	4	-2	-8	0.1	2
COc1cc(NC(=O)N2CCOCC2)cc(OC)c1	-6	-4	-1	-1	-6	17	2	5	-0.1	-6
Cc1cccn2c(=O)nc(SCC(=O)NC3CCCCC3)nc12	-7	1	2	-5	-11	-4	6	5	-0.5	5
Cc1ccc(Oc2ncc(CN3CC(C)OC(C)C3)s2)cc1 (stereo not given)	1	0	1	-8	-5	-3	1	3	-0.1	0
O=C(C1CC1)N(CCN(C(=O)C1CC1)c1ccccc1)c1ccccc1	5	-1	1	-7	8	14	-3	-3	0.3	-6
Cc1c(C(=O)C(=O)NCC2CCCO2)c2ccccc2n1C (stereo not given)	4	1	-4	-5	1	-3	-1	0	0.4	-1
COc1ccc(-n2c(C)cc(-c3cn4cccc(C)c4n3)c2C)cc1	6	-79	-94	4	-2	-3	13	4	-1.8	-1
Cc1ccc(C(CC(=O)c2ccc(Cl)cc2)C(=O)O)cc1 (stereo not given)	-5	3	-2	6	0	7	0	1	-0.1	-4
